# HTT cytoprotect – Huntington cell model cytoprotection by ATP luminescence | Potency, µM (top dose mostly 56.4 µM), for inactives: cytoprotection (ATP increase), most hits filed as activators | 230,000 tested, 0.14% active | PC12 HTT-Q103 induced, cytoprotection, ATP luminescence, 40 h;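 note: % of control where 0% means no effect; nearly all actives have a fitted effect of over 45% in size; toxic huntingtin expression switched on by the ecdysone agonist tebufenozide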
#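 PC12 cells with ecdysone-inducible HTT exon 1 Q103-GFP, induced with 100 nM tebufenozide and co-treated with library compounds in a dose series (1536-well, 1500 cells/well). Cytoprotection read as ATP content by ATPlite luminescence.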
# L3MBTL1 block – L3MBTL1 (human) inhibition | Q9Y468 | AlphaScreen L3MBTL1–H3K9me1 peptide binding | Potency, µM (titrated, usually from 57.1 µM), for inactives: at the highest dose activity, negative = inhibition, actives largely listed as inhibitors | 230,000 tested, 0.66% active; note: % is set by controls: 0 for no effect and ±100 for the full control effect; nearly all actives have a fitted effect of over 60% in size
# Target sequence (Q9Y468 whole entry, looked up): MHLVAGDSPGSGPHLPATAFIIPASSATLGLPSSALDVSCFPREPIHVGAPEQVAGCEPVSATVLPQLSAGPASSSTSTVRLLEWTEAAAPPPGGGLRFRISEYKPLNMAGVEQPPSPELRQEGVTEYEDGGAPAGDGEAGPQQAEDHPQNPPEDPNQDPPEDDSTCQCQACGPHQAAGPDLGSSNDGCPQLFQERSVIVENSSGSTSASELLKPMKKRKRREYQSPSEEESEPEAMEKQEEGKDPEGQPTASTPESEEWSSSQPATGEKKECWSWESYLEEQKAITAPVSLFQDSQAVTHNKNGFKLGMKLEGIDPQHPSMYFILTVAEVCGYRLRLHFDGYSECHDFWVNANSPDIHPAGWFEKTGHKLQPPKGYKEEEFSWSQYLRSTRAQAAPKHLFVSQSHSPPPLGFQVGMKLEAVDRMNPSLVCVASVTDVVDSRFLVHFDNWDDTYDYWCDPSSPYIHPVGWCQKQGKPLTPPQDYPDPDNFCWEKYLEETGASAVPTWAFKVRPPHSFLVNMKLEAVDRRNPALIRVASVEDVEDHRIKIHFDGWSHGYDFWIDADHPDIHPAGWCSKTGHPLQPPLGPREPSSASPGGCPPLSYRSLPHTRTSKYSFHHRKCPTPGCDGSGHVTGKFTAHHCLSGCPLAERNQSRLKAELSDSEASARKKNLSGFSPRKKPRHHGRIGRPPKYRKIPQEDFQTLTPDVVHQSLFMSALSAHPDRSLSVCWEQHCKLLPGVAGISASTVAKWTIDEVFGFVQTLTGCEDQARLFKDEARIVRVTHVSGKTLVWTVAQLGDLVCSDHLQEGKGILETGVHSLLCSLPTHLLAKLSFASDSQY
#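 L3MBTL1 (50 nM) pre-complexed 30 min with biotinylated H3(1-15)K9me1 peptide (75 nM), then compounds added for 30 min at room temperature; AlphaScreen streptavidin donor/nickel chelate acceptor beads (10 ug/mL final) read after 30 min dark incubation.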
# Tau fluor counter – counter-screen for tau fibril formation inhibitors; AID 1463; 280,000 tested, 0.93% active; Potency, µM (series often up to 57.7 µM), inactives show at the top dose activity change, negative = decrease; tau K18 P301L Alexa594 fluorescence, heparin fibrillization; note: % is set by controls: 0 for no effect and ±100 for the full control effect; nearly all actives have a fitted effect of over 55% in size
#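 Human tau K18 P301L (15 uM unlabeled, 0.24 uM Alexa 594-labeled) in 100 mM sodium acetate pH 7 with 20 uM heparin, 6 hr at 37 C. ThT 30 uM added, 1 hr ambient; Alexa 594 FP and total fluorescence read at 555/632 nm.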
# RECQ1 inh – RECQ1 (human) helicase inhibition | P46063 | RECQ1 DNA unwinding, red fluorescence kinetic read | Potency, µM (doses to about 57.3 µM), for the others: at the highest dose activity, negative = inhibition, actives largely listed as inhibitors | 240,000 tested, 0.54% active | AID 2549;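 note: plate controls were vehicle for no effect and no enzyme for full effect; nearly all actives have a fitted effect of over 30% in size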
#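 50 nM RECQ1T1 preincubated 15 min with compound in Tris pH 8.0 buffer with MgCl2, DTT, Tween-20 and 2.5 ug/ml poly(dI-dC); started with 200 nM TAMRA/BHQ-2 forked duplex and 2 mM ATP. Unwinding read as fluorescence (525/598 nm), two reads 2 h apart.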
# TexasRed fluor – alters Texas Red total fluorescence, flagging assay interference | TRb/SRC2 Texas Red total fluorescence interference | Potency, µM (doses to about 106 µM), without a hit: at the top dose fluorescence change, negative = quenching | 280,000 tested, 0.29% active | AID 1479; active = well fitted curve in either direction with a large enough effect; inconclusive = small, poorly fitted or top-dose-only effect; note: % is set by controls: 0 for no effect and ±100 for the full control effect
#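 Human TRβ ligand-binding domain (0.6 uM) and Texas Red SRC2 peptide (20 nM) in Tris buffer with 1 uM T3 and 5% DMSO were incubated with pinned compound for 5 hr at ambient temperature. Total fluorescence was computed as S + 2P (555/632 nm).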
# Tau FP inhib – blocks human tau fibril formation measured by polarization. P10636. 280,000 tested, 0.39% active. Potency, µM (series often up to 57.7 µM), for the others: at the top dose activity, negative = inhibition, hits mostly inhibitors. K18 P301L tau heparin fibrillization, Alexa594 FP, 6 h. AID 1468; note: % is set by controls: 0 for no effect and ±100 for the full control effect; nearly all actives have a fitted effect of over 55% in size
# Target sequence (P10636 561-689 P618L limits assumed): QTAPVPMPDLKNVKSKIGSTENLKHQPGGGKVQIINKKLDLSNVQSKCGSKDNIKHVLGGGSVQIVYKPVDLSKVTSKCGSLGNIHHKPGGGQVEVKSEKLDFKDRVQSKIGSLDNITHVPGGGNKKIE
#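 K18 P301L tau (15 uM unlabeled/0.24 uM Alexa 594-labeled, final) + compound + heparin 20 uM final; 100 mM NaOAc pH 7; 6 hr 37 C; ThT 30 uM final added, 1 hr RT; FP ex 555/em 632 nm.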
# TRb-SRC2 inh – disrupts binding of human TR beta to SRC2; 280,000 tested, 0.065% active; Potency, µM (titrated, usually from 106 µM), for inactives: at the highest dose activity change, negative = inhibition, hits mostly inhibitors; AID 1469; TRbeta-SRC2 peptide binding, fluorescence polarization; receptor liganded with 1 µM T3;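 note: plate controls were bound peptide for no effect and peptide without receptor for full effect; nearly all actives have a fitted effect of over 50% in size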
#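 Human TRb LBD (0.6 uM) plus Texas Red-labeled SRC2 peptide (20 nM), 1uM T3, 5% DMSO, 5 hr at ambient temperature. Decreased polarization (555/632 nm) flags inhibition; data normalized to free and bound peptide controls.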
# Tau fibril ThT – inhibitors of human tau fibril formation, thioflavin T binding; P10636; recombinant tau K18 P301L (four-repeat tau fragment), heparin-induced fibrillization, ThT fluorescence; Potency, µM (top dose mostly 57.4 µM), inactives show at the top dose activity, negative = inhibition, most hits filed as inhibitors; 270,000 tested, 2.1% active; AID 1460; note: % is set by controls: 0 for no effect and ±100 for the full control effect; nearly all actives have a fitted effect of over 55% in size
#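 Aggregation was driven by heparin (20 uM final) acting on recombinant tau […] bearing P301L in 100 mM sodium acetate pH 7; fibrils were detected with Thioflavin T.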
# An asterisk follows results filed as active; i = inactive; ? = inconclusive; . = not tested or not shown; & = joins results of further samples; [ ] = remark or other dose. Unless noted, calls come from the whole dose curve; as a rule, active = well fitted curve in the direction sought with a large enough effect; inconclusive = small, poorly fitted or top-dose-only effect, or another doubt; inactive = no such curve, though single readings can be large; an effect the other way counts as inactive or inconclusive. Potency is the fitted concentration of half-maximal effect. The list is partial, so the mix of outcomes need not match the whole.
SMILES,HTT cytoprotect,L3MBTL1 block,Tau fluor counter,RECQ1 inh,TexasRed fluor,Tau FP inhib,TRb-SRC2 inh,Tau fibril ThT
CCCCNc1ccc(C(CC(N)=O)NC(=O)c2ccccc2)cc1[N+](=O)[O-] (configuration not stated),10%[10 µM],.,-15%,18%,-2%,-1%,-1%,?
O=C(CCn1c(=S)oc2ccccc21)NC1CCCCC1,-12%[10 µM],.,-6%,-2%,-3%,1%,-4%,.
Cn1nc(C(F)(F)F)c(/C=N/OC(=O)c2ccccc2Cl)c1SCc1ccccc1Cl,-48%[inhibitor][10 µM],21%,-19%,?,1%,-6%,5%,-16%
C=CCn1c(CCNC(=O)c2ccc(Cl)c(Cl)c2)nnc1SCCOc1ccc(OC)cc1,-50%[inhibitor],-6%,-19%,-17%,1%,12%,-6%,?
COc1ccc2[nH]c3c(=O)n(Cc4ccco4)cnc3c2c1,-28%,-2%,-8%,-10%,-1%,-5%,-4%,-13%
COc1ccc(C2C(C(=O)O)CCC(=O)N2c2ccc(C)cc2)cc1OC (configuration not stated),1%[10 µM],.,4%,6%,-3%,2%,2%,.
COc1ccc(N2CCc3c(C)nc(SC)nc32)cc1,-29%,11%,-13%,19%,-5%,1%,4%,?
CC(C)(C)c1cc(=O)[nH]c(SCc2ccccc2Cl)n1,0%,.,5%,-6%,-1%,-10%,2%,-8%
Cc1cc(Nc2cccc(C(F)(F)F)c2)nc2ccc(NC(=O)c3ccc(N(C)C)cc3)cc12,.,.,3.5µM*[quencher],.,-7%,-9%,2%,3.5µM*
CCc1ccc(NC(=O)Cn2c(=O)c(-c3ccccc3NC(C)=O)nc3ccccc32)cc1,.,.,-8%,.,0%,0%,3%,-10%
COc1cc(/C=C/C(=O)OCC(=O)c2c[nH]c3ccccc23)ccc1OC(F)F,18%[10 µM],3%,?,-4%,-2%,?,5%,-12%
CCn1c(SCC(=O)NCc2cccs2)nnc1-c1ccncc1,-24%,2%,-2%,i,-2%,-3%,-3%,-11%
O=[N+]([O-])c1ccc2nc(SCc3ccccc3Cl)sc2c1,-83%[inhibitor][10 µM],-6%,-28%,-5%,0%,-3%,1%,?
O=C(c1ccc(Cl)cc1)C1CCN(C(=O)C2CC2)CC1,0%,0%,-1%,-9%,1%,6%,-16%,-6%
CCOC(=O)c1ccc(Nc2cc(C)nc(C)c2C(=O)OCC)cc1,14%,.,-4%,i,1%,12%,2%,-12%
CCCC(=O)C1=C(O)C(C(=O)OC)C(C)(C)CC1=NC(C)C (configuration not stated),5%[10 µM],3%,1%,i,-2%,6%,-5%,-2%
COc1ccc(C2CC(=O)c3cnc(N4CCN(Cc5ccccc5)CC4)nc3C2)cc1 (configuration not stated),4%[10 µM],-1%,-21%,-12%,-5%,3%,6%,-20%
Cc1cccc(NC(=O)c2cc(-c3ccc4c(c3)OCCO4)on2)c1,.,.,?,.,9%,?,1%,?
COc1ccc(-c2cc(C)nc3c(-c4ccc(OC)c(OC)c4)c(C)nn23)cc1,.,.,14µM*[quencher],.,2%,?,-2%,10µM*
O=S(=O)(c1ccc2c(c1)OCCO2)N1CCC(c2nc3ccccc3[nH]2)CC1,-23%[10 µM],.,-5%,12%,-3%,1%,4%,2%

# In a second layout: nine of the compounds above.
SMILES	HTT cytoprotect	L3MBTL1 block	Tau fluor counter	RECQ1 inh	TexasRed fluor	Tau FP inhib	TRb-SRC2 inh	Tau fibril ThT
CCn1c(SCC(=O)NCc2cccs2)nnc1-c1ccncc1	-24%	2%	-2%	i	-2%	-3%	-3%	-11%
O=[N+]([O-])c1ccc2nc(SCc3ccccc3Cl)sc2c1	-83%[inhibitor][10 µM]	-6%	-28%	-5%	0%	-3%	1%	?
O=C(c1ccc(Cl)cc1)C1CCN(C(=O)C2CC2)CC1	0%	0%	-1%	-9%	1%	6%	-16%	-6%
CCOC(=O)c1ccc(Nc2cc(C)nc(C)c2C(=O)OCC)cc1	14%	.	-4%	i	1%	12%	2%	-12%
CCCC(=O)C1=C(O)C(C(=O)OC)C(C)(C)CC1=NC(C)C (configuration not stated)	5%[10 µM]	3%	1%	i	-2%	6%	-5%	-2%
COc1ccc(C2CC(=O)c3cnc(N4CCN(Cc5ccccc5)CC4)nc3C2)cc1 (configuration not stated)	4%[10 µM]	-1%	-21%	-12%	-5%	3%	6%	-20%
Cc1cccc(NC(=O)c2cc(-c3ccc4c(c3)OCCO4)on2)c1	.	.	?	.	9%	?	1%	?
COc1ccc(-c2cc(C)nc3c(-c4ccc(OC)c(OC)c4)c(C)nn23)cc1	.	.	14µM*[quencher]	.	2%	?	-2%	10µM*
O=S(=O)(c1ccc2c(c1)OCCO2)N1CCC(c2nc3ccccc3[nH]2)CC1	-23%[10 µM]	.	-5%	12%	-3%	1%	4%	2%

# (further entries)
SMILES,HTT cytoprotect,L3MBTL1 block,Tau fluor counter,RECQ1 inh,TexasRed fluor,Tau FP inhib,TRb-SRC2 inh,Tau fibril ThT
COc1cc(NS(=O)(=O)c2cc(C)ccc2OC)c(OC)cc1Cl,0%,.,-19%,-2%,-4%,-2%,1%,-6%
O=C(O)c1cccc(NC(=O)c2cc(-c3cccc(Cl)c3)nc3ccccc23)c1,24%,-14%,-18%,i,-2%,6%,8%,-17%
Cc1ccc(-n2nnnc2CNC(=O)C2CC(=O)N(c3ccccc3)C2)cc1C (configuration not stated),.,.,-1%,.,-2%,5%,2%,4%
COc1ccccc1N1CCN(CC(=O)Nc2ccc(CN3CCCCC3)cc2)CC1,-7%,-1%,-1%,-1%,4%,0%,4%,1%
O=C(Nc1cccc(-c2nc3cc(Cl)ccc3o2)c1)c1ccc(F)cc1,.,.,-14%,.,1%,-12%,-1%,-1%
CCOC(=O)C1CCN(C(=O)CSC2=NCCS2)CC1,0%,16%,1%,-10%,-2%,-2%,-16%,-10%
CC(C)NC(=O)NC(=O)COC(=O)c1cc[n+]([O-])cc1,-21%,-6%,2%,-4%,0%,-6%,-5%,4%
COc1ccc(C(CC(=O)N2CCN(c3ccccc3)CC2)c2c(OC)cc(OC)c3ccc(=O)oc23)cc1 (configuration not stated),-17%[10 µM],.,-24%,-2%,-3%&1%,12%,6%&-3%,-13%
NC(N)=S,-3%,-5%,.,-7%,0%,.,2%,.
CCc1ccc(NC(=O)Cn2c(=O)n(CCCCC(=O)NCCc3ccc(Cl)cc3)c(=O)c3ccccc32)cc1,.,.,-17%,.,2%,-17%,1%,-7%
CSCCC(NC(=O)c1ccc(C(C)(C)C)cc1)C(=O)O (configuration not stated),-3%,1%,0%,i,1%,2%,-3%,-3%
CC(C)C(=O)Nc1csc(C(F)(F)F)c1-c1ccccc1,8%[10 µM],10%,-15%,-22%,-1%,1%,-7%,-9%
Cc1ccccc1Cn1c(=O)n(CCC(=O)NCc2ccco2)c(=O)c2sccc21,.,.,-18%,.,0%,-7%,3%,-9%
CC1Cc2ccccc2N1CC(=O)NC(=O)NCc1ccco1 (configuration not stated),2%[10 µM],-14%,-27%,-2%,3%,9%,2%,?
COC(=O)c1ccc(COc2ccccc2/C=N/NS(=O)(=O)c2ccccc2)cc1,13%,-4%,?,-19%,0%,-8%,5%,?
Cc1cc(C)c2c(=O)cc(C(=O)Nc3sc4c(c3C(=O)NCc3ccco3)CCCC4)oc2c1,.,.,-13%,.,-52%,-10%,-2%,-12%
C/C(=N\N)c1c(-c2ccccc2)c2cc(Br)ccc2[nH]c1=O,6%[10 µM],-5%,-11%,-15%,-2%,-8%,0%,-14%
O=C(N/N=C1\CCCc2ccccc21)c1ccccc1Cl,-50%[inhibitor],.,-10%,i,-2%,-2%,9%,?
Nc1c(C(=O)c2ccc(Cl)cc2)oc2ccccc12,5%[0.074 µM],17%,-10%,-1%,0%,2%,4%,-12%
Cc1cc(C)c(S(=O)(=O)Nc2ccc3oc4c(c3c2)C(=O)CC(C)(C)C4)cc1C,.,.,-21%,.,-3%,-6%,7%,-15%
CCCCOC(=O)CSc1nnc(-c2ccccc2)o1,.,.,-12%,.,-2%,-5%,17%,-5%
COC(=O)Cc1c(C)c2ccc(OC(C)C)cc2oc1=O,6%[10 µM],.,?,i,1%,0%,-5%,.
Cc1ccc(-c2cc3ncc4c(n3n2)-c2cc(Cl)ccc2OC4)cc1,.,.,-8%,.,-4%,-4%,4%,7%
CCCCC1CC(/C(C)=N/NC(N)=O)OC1=O (configuration not stated),-7%,-1%,2%,i,-2%,0%,-8%,-1%
COC(=O)C1=C(C)N(Cc2ccccc2)[C@]23O[C@](C(=O)OC)(C(=O)N2C1c1ccccc1)C(C(=O)OC)C3C(=O)OC (some centres not stated),-6%&-6%[10 µM],.,-7%&-15%[11.6 µM],-7%[11.5 µM],-1%&-5%[11.2 µM],-3%&-3%[11.6 µM],-2%&1%[11.2 µM],-4%&-16%[11.5 µM]
O=[N+]([O-])c1ccc(COc2cccc(CNc3ccc(Br)cc3)c2)cc1,-16%[10 µM],-12%,?,-11%,-3%,11%,-7%,-13%
O=C(/C=C/c1ccccc1)N/C(=C/c1ccccc1)C(=O)Nc1ccc(C(=O)O)cc1,6%[10 µM],-4%,-1%,-1%,2%,2%,-6%,-5%
CCOC(=O)c1scc(-c2ccccc2)c1S(=O)(=O)N1CCN(c2ccc(Cl)cc2)CC1,.,.,-13%,.,2%,4%,-2%,2%
Cc1ncc(CO)c2cc(-c3nnc(Nc4ccc5c(c4)OCO5)s3)c(=O)oc12,23%[10 µM],.,-19%,i,2%,11%,-6%,.
Cc1cccn2c(=O)c3cc(C(=O)NCc4cccnc4)c(=N)n(C(C)C)c3nc12,13%[10 µM],-13%,-10%,9%,1%,-4%,-4%,-7%
